High-throughput results: PubChem, several laboratories
PfM18AAP inh – PfM18AAP enzyme inhibition; recombinant PfM18AAP, H-Glu-NHMec fluorogenic cleavage; hit rate 1.2% among 290,000; inhibition, % at 7.35 µM;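 active = inhibition above the campaign mean inhibition over all tested compounds plus 3 SD, cut at about 28% in these data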;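 note: 0% = plate median of test compound wells and 100% = 2 mM ZnCl2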
NALP1 yeast inh – inhibitors of NALP1 inflammasome in yeast. S. cerevisiae NALP1/ASC/caspase-1 growth, X-gal OD620, 72 h. inhibition, % at 10 µM. hit rate 0.61% among 280,000; in the data active = inhibition mostly above about 24%, no sharp cut-off; inactive = mostly below about 32%; note: some compounds called inactive have numbers as strong as hits
MEKK2 WT-MEK5 – raises or lowers MEK5 binding to wildtype human MEKK2 PB1 domain | bead flow cytometry, Alexa488-MEK5 binding to MEKK2 WT; actives lie on both sides | binding response (% of control), % at 10 µM | hit rate 1.1% among 290,000 | AID 1531; in the data active = binding response below about 67% or above about 130%
IDE cell inh – inhibitors of human insulin-degrading enzyme in cells; inhibition, % at 5.59 µM; hit rate 0.41% among 320,000; P14735; HEK cells, FAbetaB cleavage, fluorescence polarization;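 active = percent inhibition above the average of all tested compounds plus 3 SD, set per screening campaign, cut at about 16% in these data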;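 note: IDE supplied by intact live HEK cells; FP after avidin binding of uncleaved biotin substrate so inhibition keeps polarization high; 0% = DMSO wells and 100% = 60 µM reference IDE inhibitor Ii1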
MEKK3 PB1 HTS – modulators (inhibitors or enhancers) of MEK5 binding to human MEKK3 PB1 domain; hit rate 1.4% among 290,000; AID 1529; bead-based flow cytometry, Alexa488-MEK5 binding to MEKK3; actives lie on both sides; 0 = blocked by unlabeled MEK5, 100 = vehicle; binding response (% of control), % at 10 µM;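 active = binding response more than 3 SD above or below the average of its plate-row segment, actives on both sides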;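 note: Alexa488 bead fluorescence after subtracting the streptavidin-only scavenger bead signal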
MEKK2mut PB1 HTS – signal of MEK5 binding to mutant human MEKK2 PB1 domain. bead flow cytometry, Alexa488-MEK5 binding to MEKK2 mutant. percent response, % at 10 µM. hit rate 0.35% among 290,000. AID 1530; in the data active = percent response above about 24%, passing the limit was not always enough; note: inactives centre near 1; some results filed as inactive read as strong as hits; reference of the scale not given here
SUMO HTRF inh – inhibitors of human SUMOylation (UBC9). P63279. HTRF SUMOylation assay, SAE1/SAE2 + UBC9, in vitro. inhibition, % at 35 µM. hit rate 0.36% among 290,000. AID 2006; in the data active = inhibition above about 50%, passing the limit was not always enough; note: strong numbers were not always called active
IDE act – boosts human insulin-degrading enzyme activity in HEK cells | hit rate 0.073% among 340,000 | FAbeta-B cleavage, fluorescence polarization; 0% vehicle, 100% cell-free pure enzyme wells | P14735 | activation, % at 5.96 µM | AID 493087;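 active = activation above the mean of all tested compounds plus 3 SD, set per screening campaign, cut at about 17% in these data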
p-CIP stab down – p/CIP protein destabilization; Q05BA5; F442A p/CIP-EGFP cells, EGFP fluorescence, 16 h; decrease of EGFP signal, % at 10 µM; hit rate 0.01% among 290,000;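 active = EGFP signal decrease of at least 30% at 10 µM or well 3 SD below plate mean, unless failing retest; inactive = the rest, including hits failing retest or dose response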; note: some compounds called inactive have numbers as strong as hits; many of its hits are not listed in these tables
Target sequence (Q05BA5 1-1403): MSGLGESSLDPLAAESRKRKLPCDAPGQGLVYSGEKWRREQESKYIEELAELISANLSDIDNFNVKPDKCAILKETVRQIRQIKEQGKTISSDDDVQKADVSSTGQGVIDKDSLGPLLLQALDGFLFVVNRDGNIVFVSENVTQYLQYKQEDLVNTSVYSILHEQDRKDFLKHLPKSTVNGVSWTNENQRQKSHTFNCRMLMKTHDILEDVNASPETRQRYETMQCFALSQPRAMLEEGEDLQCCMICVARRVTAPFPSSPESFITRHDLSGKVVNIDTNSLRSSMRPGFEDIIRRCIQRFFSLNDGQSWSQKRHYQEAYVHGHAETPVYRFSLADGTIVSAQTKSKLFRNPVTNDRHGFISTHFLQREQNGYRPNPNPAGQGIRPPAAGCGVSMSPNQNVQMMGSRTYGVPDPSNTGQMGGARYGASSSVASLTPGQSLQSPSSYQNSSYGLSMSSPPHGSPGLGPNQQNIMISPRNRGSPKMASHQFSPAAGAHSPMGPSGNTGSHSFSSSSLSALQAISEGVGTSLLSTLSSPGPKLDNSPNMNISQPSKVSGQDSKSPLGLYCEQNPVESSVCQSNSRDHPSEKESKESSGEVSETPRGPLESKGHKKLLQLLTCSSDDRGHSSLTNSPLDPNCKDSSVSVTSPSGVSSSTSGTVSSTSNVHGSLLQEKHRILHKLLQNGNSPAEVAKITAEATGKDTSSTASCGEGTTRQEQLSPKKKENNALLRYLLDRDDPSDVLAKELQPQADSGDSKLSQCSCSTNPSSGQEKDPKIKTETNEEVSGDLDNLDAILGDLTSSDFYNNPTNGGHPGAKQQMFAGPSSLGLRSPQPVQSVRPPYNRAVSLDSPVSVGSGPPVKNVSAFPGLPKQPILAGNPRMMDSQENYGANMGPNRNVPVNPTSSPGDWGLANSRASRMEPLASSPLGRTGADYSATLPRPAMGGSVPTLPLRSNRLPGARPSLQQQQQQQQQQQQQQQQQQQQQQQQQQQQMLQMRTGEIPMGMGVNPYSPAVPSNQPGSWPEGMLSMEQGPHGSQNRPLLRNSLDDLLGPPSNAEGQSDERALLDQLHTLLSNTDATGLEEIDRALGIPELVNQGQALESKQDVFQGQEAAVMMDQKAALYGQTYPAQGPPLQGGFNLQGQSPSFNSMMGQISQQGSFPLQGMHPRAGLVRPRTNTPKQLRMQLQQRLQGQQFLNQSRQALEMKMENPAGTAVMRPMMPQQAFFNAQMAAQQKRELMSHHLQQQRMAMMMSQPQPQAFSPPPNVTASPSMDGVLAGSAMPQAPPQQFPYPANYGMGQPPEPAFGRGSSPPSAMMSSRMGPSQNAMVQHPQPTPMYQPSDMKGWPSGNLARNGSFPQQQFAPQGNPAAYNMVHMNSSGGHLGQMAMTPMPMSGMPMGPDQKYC
* hit, by the source's call; · = no result given; [ ] = dose if it differs, or a comment.

SMILES	PfM18AAP inh	NALP1 yeast inh	MEKK2 WT-MEK5	IDE cell inh	MEKK3 PB1 HTS	MEKK2mut PB1 HTS	SUMO HTRF inh	IDE act	p-CIP stab down
O=C(CNc1cccc(Cl)c1)NNC(=S)NCc1ccccc1	13	4	96	2	97	1	-24	5	3
CCOc1cccc2sc(N(CCCN(C)C)C(=O)c3ccc(S(=O)(=O)N(CC)Cc4ccccc4)cc3)nc12	-3	27	227*	1	113	54*	11	5	-12
Cc1ccccc1Oc1ncccc1C(=O)/C(C#N)=C/N(C)C	-19	32	99	1	98	1	-11	1	-12
O=C(C1CC(=O)N(c2ccccc2)C1)N1CCN(c2ccccc2)CC1 (stereo not drawn)	-4	6	98	1	98	-1	-8	-2	-23
CC(=O)Nc1cccc(NC(=O)C(F)(F)F)c1	-1	13	100	-1	98	-2	-2	1	7
O=C(/C=C/c1ccccc1)N1CCC(N2CCC(C(=O)N3CCOCC3)CC2)CC1	22	2	106	0	101	1	11	1	-5
COC(=O)[C@@H](NC(=O)/C=C/c1ccc(OC)cc1)C(C)C	-12	-7	102	5	105	-1	-2	6	8
CC(C)c1ccc(/C=C/C(=O)O)cc1	-15	·	106	1	92	6	25	8	6
CCCc1nc(SCC(=O)N2CCc3ccccc32)c2c(C)c(C)sc2n1	-1	6	·	-4	·	·	-13	·	-9
CC1(C)CC(=O)C=C(Nc2ccc(Cl)cc2)C1	-5	18	106	10	104	6	2	-7	-4
CCCCC(=O)Nc1cc2nn(-c3ccc(OC)cc3)nc2cc1C	8	7	80	3	81	-8	14	4	2
CCOc1cccc(NC(=O)c2cnccc2C(F)(F)F)c1	-11	·	93	-8	87	6	11	3	0
O=C(Nc1ccc(F)c(Cl)c1)NC1CC1	-2	13	107	1	107	15	6	0	-12
COc1ccc(-c2noc(-c3ccc(C)cc3)n2)cc1	-18	12	105	0	100	9	8	2	-15
CCOC(=O)N1CCN(C(=O)c2ccc(SC)cc2OC)CC1	-3	-8	94	8	98	-1	6	-5	-8
O=C(Nc1nccs1)c1csc2c1CCCC2	4	-38	107	5	94	4	2	2	9
CS(=O)(=O)N1CCN=C1SCc1ccccc1	3	-6	101	3	98	1	3	1	-1
Cc1c(C(=O)Nc2cccc(Cl)c2)cn2c(nc3ccccc32)c1C#N	8	31	81	7	95	-2	14	-1	-3
COCC(C)n1c(SCC(=O)Nc2oc(C)c3c(C)n[nH]c(=O)c23)nc2ccccc2c1=O (stereo not drawn)	-2	7	103	3	103	1	1	5	12
COc1ccc(CCNS(=O)(=O)c2ccc(Br)s2)cc1	4	-4	108	-2	103	5	-7	6	-4
O=C(CC1(O)C(=O)Nc2cc(Cl)cc(Cl)c21)c1ccccc1O (stereo not drawn)	4	12	105	1	108	12	-27	2	-9
Clc1ccc(Oc2ccccc2)c2ncccc12	5	10	103	-3	102	1	-4	5	-2
Cc1ccc(C(=O)n2c(-c3ccccc3)cnc2SCC(=O)Nc2ccccc2)cc1	10	17	104	3	113	3	-2	1	1
COc1ccc2c(c1)C(C)=CC(C)(C)N2S(=O)(=O)c1ccc(Br)cc1	-3	-12	103	9	107	-5	-14	-8	-37
Cc1occc1-c1nnc(SCC(N)=O)n1Cc1ccccc1	4	4	85	-4	81	-4	10	3	-17
CSCCC(NC(=O)c1ccco1)C(=O)OCC(=O)Nc1sccc1C#N (stereo not drawn)	-6	5	·	8	·	·	6	·	1
Cc1ccc2c(c1)c(C)c(C)n2CC(O)CN1CCOCC1 (stereo not drawn)	1	5	-5.0*[inhibitor]	0	93	6	24	-1	-5
COc1ccccc1/C=C/CN1CCC(Oc2cc(C(=O)NC3CC3)ccc2OC)CC1	6	-30	114	2	102	11	11	7	-5
Cn1c(CCNC(=O)c2ccccc2)nc2cc(NC(=O)C3CCCCC3)ccc21	7	7	103	3	101	3	6	2	-11
Cc1ccccc1CNC(=O)c1ccccc1N(C)S(=O)(=O)c1ccccc1	-9	24	103	-2	107	0	4	3	6
O=C(CCCn1c(SCC(=O)c2ccc(O)c(O)c2)nc2ccccc2c1=O)NCC1CCCO1 (stereo not drawn)	53*	-9	94	-3	98	-2	26	1	0
COCC(=O)N1CCN(c2ccc([N+](=O)[O-])cc2)CC1	1	6	101	6	100	3	12	4	5
CC1(c2ccccc2)CC(c2ccccc2)=Nc2ccccc2N1 (stereo not drawn)	-1	12	100	3	106	8	14	3	-1
CN1C(=O)C(O)(CC(=O)c2cccc(-n3cccc3)c2)c2ccccc21 (stereo not drawn)	5	1	95	2	97	0	8	-1	-13
O=C(CSc1nnc(-c2cnccn2)n1Cc1ccco1)c1ccc(Cl)cc1	-24	6	101	8	102	4	0	-4	2
COC(=O)Cc1cn(-c2ncc(C(F)(F)F)cc2Cl)c2ccccc12	2	-6	104	-3	110	10	0	-1	-8
O=C(Nc1nc(-c2ccccc2)cs1)C1CCCCN1S(=O)(=O)c1ccc(Cl)cc1 (stereo not drawn)	3	-14	90	-4	82	-5	-14	6	-38
O=C(c1ccc(Cl)cc1)c1cnc2ccccn12	3	13	105	1	103	3	6	2	-1
Cc1nc2ccc(Br)cn2c1C(=O)N/N=C\c1ccc(C(C)C)cc1	-6	7	103	-2	101	3	0	6	10
Cc1ccc(OCC(=O)N/N=C\c2cn(C)c3ccccc23)c([N+](=O)[O-])c1	0	5	96	0	97	-5	17	3	-6

One compound at a time, as listed above.
CN1C(=O)C(O)(CC(=O)c2cccc(-n3cccc3)c2)c2ccccc21 (stereo not drawn) is listed with PfM18AAP inh = 5; NALP1 yeast inh = 1; MEKK2 WT-MEK5 = 95; IDE cell inh = 2; MEKK3 PB1 HTS = 97; MEKK2mut PB1 HTS = 0; SUMO HTRF inh = 8; IDE act = -1; p-CIP stab down = -13
O=C(c1ccc(Cl)cc1)c1cnc2ccccn12 is listed with PfM18AAP inh = 3; NALP1 yeast inh = 13; MEKK2 WT-MEK5 = 105; IDE cell inh = 1; MEKK3 PB1 HTS = 103; MEKK2mut PB1 HTS = 3; SUMO HTRF inh = 6; IDE act = 2; p-CIP stab down = -1
O=C(CCCn1c(SCC(=O)c2ccc(O)c(O)c2)nc2ccccc2c1=O)NCC1CCCO1 (stereo not drawn) is listed with PfM18AAP inh = 53*; NALP1 yeast inh = -9; MEKK2 WT-MEK5 = 94; IDE cell inh = -3; MEKK3 PB1 HTS = 98; MEKK2mut PB1 HTS = -2; SUMO HTRF inh = 26; IDE act = 1; p-CIP stab down = 0

Carrying on.
SMILES	PfM18AAP inh	NALP1 yeast inh	MEKK2 WT-MEK5	IDE cell inh	MEKK3 PB1 HTS	MEKK2mut PB1 HTS	SUMO HTRF inh	IDE act	p-CIP stab down
COC(=O)c1ccc(/C=C2\CCn3c2nc2cc(C(=O)O)ccc2c3=O)cc1	3	-44	97	3	94	-3	47	-2	-23
O=C(CNC(=O)c1cccc(Br)c1)N/N=C/c1ccc2c(c1)OCO2	-7	17	98	-1	103	-3	14	1	-19
O=C(NCc1cccnc1)NC1CCCN1S(=O)(=O)c1ccc(Cl)cc1 (stereo not drawn)	-2	-1	107	10	108	2	5	3	2
O=C(CCSc1ccc(Cl)c(Cl)c1)NC12CC3CC(CC(C3)C1)C2	-10	18	127	4	104	5	-41	1	9
COc1nc(-c2ccccc2)ccc1-c1noc(-c2ccco2)n1	1	40	103	1	95	0	1	0	4
COc1ccc(NC(=O)C=C(C)C)cc1Cl	6	15	99	-7	98	-1	6	0	-14
O=C(Nc1ccc2c(c1)OCO2)C1CCN(S(=O)(=O)c2cccs2)CC1	12	0	100	-2	102	-1	-3	7	-19
Cc1cccc(NC(=O)CCNS(=O)(=O)c2cccc3nonc23)c1C	-5	-12	102	5	110	0	2	5	-3
CCN(CC)c1ccc(NC(=O)COc2ccc(C#N)cc2)cc1S(=O)(=O)Nc1ccc(OC)cc1	1	30	98	2	99	-2	-4	1	-9
COc1ccc(CN2CCN(Cc3cc4ccccc4o3)CC2CCO)cc1C (stereo not drawn)	-5	19	115	-1	111	16	1	5	-9
CN(C)S(=O)(=O)Oc1cccc(C(=O)Nc2ccc(Cl)cc2)c1	-15	-18	94	2	99	-8	-2	4	-19
COc1ccc(S(=O)(=O)c2cnc3ccccc3n2)cc1	3	9	100	3	103	-9	-3	-1	6
CC12CN3CC(C)(CN(C1)C3c1ccccc1F)C2 (stereo not drawn)	2	3	97	4	94	0	1	0	1
CCS(=O)(=O)N1Cc2ccccc2CC1C(=O)Nc1cccc(S(=O)(=O)N(C)C)c1 (stereo not drawn)	-3	-11	102	3	101	4	9	3	4
CC(NC(=O)COC(=O)/C(=C/c1cccs1)c1cccs1)c1ccccc1 (stereo not drawn)	-3	28	96	1	105	-1	7	-1	-4
Cc1ccc2c(c1)-c1c(cnn1CC(=O)N(Cc1ccco1)C1CCCCC1)CO2	9	38	109	2	115	9	-14	-7	0
O=C(c1cc2c(s1)CCCC2)N1CCN(S(=O)(=O)c2ccccc2C(F)(F)F)CC1	-1	3	99	1	97	-2	-8	1	-1
CCn1c(=NC(=O)CN2C(=O)CCC2=O)sc2c(C)cc(C)cc21	-7	-26	109	·	104	3	-11	-2	-15
O=[N+]1C2=C(CCCC2)N([O-])C12CCCC2	0	22	94	1	90	-5	11	2	-5
CC1(C)CC(NC(=O)c2cccc3ccccc23)CC(C)(C)N1	7	5	111	5	105	3	5	3	-11
C=CCc1ccc(OCCCOc2ccc(C)cc2OC)c(OC)c1	-10	49	95	0	97	9	2	6	-9
Cc1cc(C=NCCO)c(C)n1-c1cc(Cl)ccc1Cl	4	5	91	-2	97	-12	6	3	-7
O=C(CCC(=O)N1CCOc2ccc(Cl)cc21)N1CCN(c2ccccn2)CC1	-6	0	101	-3	101	-4	6	1	-12
c1ccc(N2CCN(CCc3nnc4n3CCCCC4)CC2)cc1	-2	17	113	-3	110	9	16	-2	0
Cc1cccc(C(=O)N2CCN(Cc3nc4sc5c(c4c(=O)[nH]3)CCCC5)CC2)c1	-4	4	95	-5	105	-2	16	-3	1
CCOC(=O)c1c(C)n(-c2ccc(OC)cc2)c2c(C/C(C)=N/O)c(Br)c(OC)c(O)c12	6	7	102	1	97	3	18	4	-8
COc1cc(/C=C/C(=O)OCC(=O)Nc2ccccc2Sc2ccc(Cl)cc2)ccc1O	8	30	90	8	90	-4	-12	5	-6
COc1cc(N)c(Cc2nccc3cc(OC)c(OC)cc23)cc1OC	9	1	92	4	92	-1	17	2	-30
O=C(CN1C2CCC1CC(NC(=O)NC1CCCCC1)C2)NC1CC1 (stereo not drawn)	-4	13	72	2	68	-8	23	-3	-8
COCCCn1c(=N)c(C(=O)NCc2ccc3c(c2)OCO3)cc2c(=O)n3ccccc3nc21	-1	-5	102	1	103	1	6	0	-1
CN1/C(=C\C(=O)c2cccnc2)C(C)(C)c2ccccc21	0	36	105	4	147*	0	-7	-3	4
CN(C)S(=O)(=O)c1cc(NC(=O)COC(=O)Cc2ccc(Br)cc2)ccc1Cl	-11	29	106	6	108	2	-2	-3	-12
O=C(Cn1nnc2ccccc21)NNC(=S)NC1CCCCC1	9	2	96	10	97	-5	-18	6	-12
CC(C)(C)NC(=O)C(=O)NNC(=O)c1ccc(C(C)(C)C)cc1	7	·	104	0	100	3	-47	0	0
Cn1c(=O)c2c(SCCN3CCOCC3)nc(C3CCCC3)nc2n(C)c1=O	-1	-13	74	-1	58*[inhibitor]	-4	0	5	-6
CCOC(=O)C1(Cc2ccccc2C)CCCN(C(=O)c2ccc(CSC)o2)C1 (stereo not drawn)	-12	17	99	3	101	-2	17	0	-12
COc1ccc(CNC(=O)CN(Cc2ccccc2)S(=O)(=O)c2ccc(Cl)cc2)cc1	-2	15	98	1	103	3	6	-10	-20
O=C(NC1CC1)C1CCN(c2ncccn2)CC1	1	-6	101	1	99	0	6	4	2
c1ccc2sc(NN=C3CCCCCC3)nc2c1	33*	10	96	-11	104	10	15	3	11

An excerpt; rates above refer to the full screens.
